# Compound activity deposited in PubChem BioAssay by Dana-Farber Cancer Institute and Novartis Institutes for BioMedical Research (Cambridge, Mass).
# UCHL1 inh = human UCHL1 deubiquitinase inhibition. inhibition, % at 20 µM. purified UCHL1, Ub-rhodamine cleavage fluorescence. 47,000 compounds, 0.2% hits
# Target sequence (P09936 whole entry, looked up): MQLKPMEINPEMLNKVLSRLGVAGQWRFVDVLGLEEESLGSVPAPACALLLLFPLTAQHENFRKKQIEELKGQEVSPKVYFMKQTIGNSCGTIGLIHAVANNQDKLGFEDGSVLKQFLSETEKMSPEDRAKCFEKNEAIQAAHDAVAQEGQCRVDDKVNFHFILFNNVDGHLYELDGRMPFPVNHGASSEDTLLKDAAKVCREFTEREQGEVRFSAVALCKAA
# USP8 block = blocks human USP8 ubiquitin-rhodamine cleavage | P40818 | 47,000 compounds, 4.2% hits | inhibition, % at 20 µM | purified USP8, Ub-rhodamine cleavage fluorescence, 30 min | AID 1645853
# USP28 block = inhibitors of human USP28 deubiquitinase | Q96RU2 | inhibition, % at 25 µM | 47,000 compounds, 3% hits | AID 1645857 | purified USP28, Ub-rhodamine cleavage fluorescence, 30 min
# OTUD3 inh = inhibitors of human OTUD3 deubiquitinase; Q5T2D3; purified OTUD3, Ub-rhodamine fluorescence, 2 h; inhibition, % at 25 µM; 47,000 compounds, 0.7% hits
# USP10 block = blocks human USP10 ubiquitin-rhodamine cleavage. inhibition, % at 20 µM. 47,000 compounds, 1.1% hits. purified USP10, Ub-rhodamine fluorescence, 60 min
# Target sequence (Q14694 whole entry, looked up): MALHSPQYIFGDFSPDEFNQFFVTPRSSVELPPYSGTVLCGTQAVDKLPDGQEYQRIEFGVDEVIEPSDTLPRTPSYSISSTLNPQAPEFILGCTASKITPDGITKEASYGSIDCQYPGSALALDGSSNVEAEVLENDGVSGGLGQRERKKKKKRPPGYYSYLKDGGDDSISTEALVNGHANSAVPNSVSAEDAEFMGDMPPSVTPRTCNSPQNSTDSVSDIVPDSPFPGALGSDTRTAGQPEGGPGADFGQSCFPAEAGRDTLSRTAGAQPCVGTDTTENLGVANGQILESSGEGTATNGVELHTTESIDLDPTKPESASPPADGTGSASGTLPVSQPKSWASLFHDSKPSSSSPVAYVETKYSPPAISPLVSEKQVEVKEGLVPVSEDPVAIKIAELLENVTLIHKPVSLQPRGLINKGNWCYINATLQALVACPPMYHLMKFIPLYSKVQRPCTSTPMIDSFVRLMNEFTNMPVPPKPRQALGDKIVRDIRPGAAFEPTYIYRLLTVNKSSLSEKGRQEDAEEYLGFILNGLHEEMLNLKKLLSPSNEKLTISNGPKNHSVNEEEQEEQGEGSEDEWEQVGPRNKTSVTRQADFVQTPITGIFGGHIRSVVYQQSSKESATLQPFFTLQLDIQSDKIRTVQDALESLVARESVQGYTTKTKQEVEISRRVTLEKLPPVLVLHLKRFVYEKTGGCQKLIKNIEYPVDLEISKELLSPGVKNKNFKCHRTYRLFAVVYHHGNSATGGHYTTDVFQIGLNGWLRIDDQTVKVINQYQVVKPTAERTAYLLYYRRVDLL
# USP30 block = human USP30 deubiquitinase inhibition; AID 1645860; 47,000 compounds, 5.3% hits; purified USP30, Ub-rhodamine cleavage fluorescence; inhibition, % at 25 µM
# USP7 block = human USP7 deubiquitinase inhibition; purified USP7, Ub-rhodamine cleavage fluorescence; inhibition, % at 20 µM; 47,000 compounds, 0.3% hits; AID 1645854
# USP17 inh = blocks human USP17 ubiquitin-rhodamine cleavage | A8MUK1 | purified USP17, Ub-rhodamine cleavage fluorescence, 3 h | inhibition, % at 50 µM | 47,000 compounds, 6.5% hits | AID 1645855
# * marks the source's active call; other numbers are inactive results; . = no result given. Cut-off read from the data, not from the text of the source: active = inhibition above about 30%; inactive = the rest. Rows are unselected; 13% or so of the library scored in one or more.
no. | Structure | UCHL1 inh | USP8 block | USP28 block | OTUD3 inh | USP10 block | USP30 block | USP7 block | USP17 inh
1 | COc1ccc(Nc2nc3c(S(=O)(=O)c4ccccc4)nnn3c3ccccc23)cc1Cl | 0 | 7 | -3 | -7 | 8 | 16 | 2 | 20
2 | CCc1nn2c(CNC(=O)Cc3ccccc3)c(C)nc2s1 | 0 | 3 | 5 | 9 | -1 | 10 | 0 | -4
3 | Cc1cncc(C2CCCN(C(=O)CCc3nc4ccccc4[nH]3)C2)n1 (centres undefined) | -4 | -65 | 2 | -1 | 1 | -5 | 2 | -11
4 | O=C(Cn1c(=O)c2sccc2n(CC(=O)OCc2ccccc2)c1=O)NCc1ccccc1Cl | 5 | 21 | 7 | 6 | 19 | 12 | 11 | 16
5 | CCOC(=O)c1cc(-c2ccccc2)sc1NC(=O)c1ccc(C(C)(C)C)cc1 | 3 | 16 | 0 | 10 | 6 | 13 | 9 | 7
6 | O=c1c(Cc2ccccc2)c(O)c2cccc3c2n1CCC3 | -1 | -21 | -7 | 0 | -5 | -3 | 5 | -3
7 | O=C(Cn1cnc2c(cnn2-c2ccc(F)cc2)c1=O)Nc1ccc2c(c1)OCCCO2 | 0 | 10 | 2 | -2 | 11 | 22 | 2 | 10
8 | Cc1nc2ccn(Cc3ccco3)c(=O)c2cc1C(=O)N1CCC(C)CC1 | -3 | -50 | -13 | -14 | -5 | -102 | -2 | -29
9 | COc1ccc(CNc2ncc(-c3cc(C)no3)c(-c3ccco3)n2)cc1OC | 1 | 2 | -17 | -6 | -4 | -70 | -3 | 9
10 | COc1ccc(C(=O)OC[C@@H]2CCCN3CCCC[C@H]23)cc1 | -1 | 0 | 0 | -3 | 0 | -5 | 0 | 3
11 | Cn1ncc2ccc(C(=O)NC3CC3)cc21 | -2 | -4 | -19 | -13 | 1 | -19 | 0 | -16
12 | Cn1ccc(-c2cc(C(=O)NC3CC3)c3ccccn23)n1 | -16 | -51 | -108 | -71 | -12 | -423 | -16 | -90
13 | CCc1ccccc1N(C)C(=O)c1noc2c1CCCCC2 | 0 | 8 | -1 | 1 | 2 | -1 | -2 | 1
14 | COC(=O)c1ccc(C(=O)Nc2ccc3sccc3c2)cc1 | 10 | 31* | 8 | 8 | 6 | 27 | 8 | 23
15 | Cc1ccc(-c2cn3ccsc3n2)cc1 | 0 | -22 | -1 | -1 | 0 | -3 | -2 | -21
16 | Cc1ccccc1C(=O)Nc1cccc(SC(C(=O)Nc2ccc(O)c(C(=O)O)c2)c2ccccc2)c1 (centres undefined) | 8 | 2 | 15 | 11 | 13 | 38* | 5 | 28
17 | O=C(Nc1cccc2ccccc12)C1CCN(C(=O)Cc2ccccc2)CC1 | 0 | 15 | 6 | 14 | 0 | 16 | 0 | 3
18 | COc1cccc(CC(=O)NC2CCN(c3ccc(F)cc3)C2=O)c1 (centres undefined) | -3 | 1 | -8 | -13 | -10 | -36 | -1 | .
19 | CCOC(=O)c1cnn(-c2ccc(C(=O)NCCCN3CCCCCC3)cc2)c1N | -13 | -11 | -30 | -31 | -3 | -116 | -15 | 10
20 | Cn1c(=O)[nH]c2c(C(=O)N3CCN(C4CCCCC4)CC3)snc2c1=O | -1 | -4 | 3 | 6 | -4 | -10 | 0 | -8

# Going on with the list:
no. | Structure | UCHL1 inh | USP8 block | USP28 block | OTUD3 inh | USP10 block | USP30 block | USP7 block | USP17 inh
21 | CCOc1ccc(-n2c(SCC(=O)Nc3ccc(C)cc3)nnc2-c2c[nH]c3ccccc23)cc1 | 7 | 97* | 18 | 12 | 71* | 56* | 15 | 63*
22 | O=C(NCC(=O)N1CCC2(CC1)NCCc1[nH]cnc12)c1ccco1 | 2 | 6 | 3 | 2 | -1 | -4 | 4 | 12
23 | COc1ccc(C(C)(O)c2nc(-c3ccccc3C)cs2)cc1 (centres undefined) | 5 | 12 | 21 | 10 | 7 | 0 | 7 | 10
24 | O=C(COC(=O)C(c1ccccc1)c1ccccc1)Nc1cc(S(=O)(=O)N2CCOCC2)ccc1N1CCCC1 | -1 | -43 | -2 | -2 | -7 | -23 | -2 | -11
25 | CC(Sc1n[nH]c2nc3ccccc3n12)C(=O)Nc1ccc2c(c1)OCCO2 (centres undefined) | 0 | -5 | 26 | 34* | -4 | -9 | 4 | 39*
26 | Cc1c(C(=O)N2CCc3nnc(C4CCN(C)CC4)n3CC2)[nH]c2ccccc12 | 1 | 7 | -1 | -2 | 0 | 9 | 1 | -2
27 | O=C(c1ccc2n[nH]nc2c1)N1CCC(c2ccnc3ccnn23)CC1 | 2 | 0 | 5 | -19 | 0 | 17 | 4 | 2
28 | CCCN1CC(=O)N2C(C)c3[nH]c4ccccc4c3C[C@@H]2C1=O (some centres undefined) | -2 | -11 | -23 | -17 | 0 | -67 | 1 | -26
29 | OC1CCCN(c2ncc(-c3cnccn3)c(-c3cccs3)n2)C1 (centres undefined) | -1 | 4 | 0 | -15 | -3 | -31 | -13 | 25
30 | O=C(C1CC1)N1CCCC(Cc2cc(-c3ccccc3)no2)(C(=O)O)C1 (centres undefined) | -2 | 0 | 1 | 9 | -3 | 17 | 3 | 1
31 | Cc1nc(C2(NC(=O)Nc3nc(C)c(C)s3)CCCC2)no1 | 0 | -6 | -6 | 0 | 0 | -7 | . | -17
32 | O=C(c1ccccc1)N(Cc1ccccn1)c1nc2ccc(F)cc2s1 | -3 | 3 | 6 | 7 | -1 | 14 | -2 | 28
33 | CN1CCN(CCCNC(=O)c2cc3c(s2)-c2ccsc2CC3)CC1 | -1 | 1 | 7 | -10 | -4 | 0 | -3 | -14
34 | CCc1ccc(NC(=O)N2CC[C@@H]3Oc4ccccc4S(=O)(=O)N(C)[C@H]3CC2)cc1 | 0 | 4 | 0 | 0 | 7 | 4 | 2 | 0
35 | COCCN1C(=O)c2ccccc2C(C(=O)Nc2ccccc2C(=O)OC)C1c1cccs1 (centres undefined) | 1 | -3 | -2 | 0 | 2 | 1 | 2 | 6
36 | CCN(c1ccccc1)S(=O)(=O)N1CCCC(C(=O)NCc2ccccc2OC)C1 (centres undefined) | 1 | 9 | 13 | 21 | -2 | 24 | 0 | 12
37 | O=C(CSc1nnc2n1CCCCC2)Nc1ccc2[nH]c(=O)[nH]c2c1 | -2 | -22 | 33* | -6 | 0 | 28 | 0 | 68*
38 | CCC1CCCCN1CCCN1C(=O)C2C(C(=O)Nc3cccc(Cl)c3)C3C=CC2(O3)C1C(=O)NC1CCCCC1 (centres undefined) | 0 | 10 | 8 | 11 | -6 | 2 | -20 | 2
39 | O=C(NCc1ccccc1F)C1CCCN(S(=O)(=O)N2CCCCCC2)C1 (centres undefined) | -1 | -1 | -3 | -7 | -2 | -3 | -5 | 0
40 | CC1=C(C(N)=O)C(c2cccs2)n2nc(-c3ccncc3)nc2N1 (centres undefined) | 1 | 2 | 2 | 0 | 0 | 11 | 0 | 0

# Entries of single compounds, quoted from the list.
# O=C(C1CC1)N1CCCC(Cc2cc(-c3ccccc3)no2)(C(=O)O)C1 (centres undefined) is listed with UCHL1 inh: -2; USP8 block: 0; USP28 block: 1; OTUD3 inh: 9; USP10 block: -3; USP30 block: 17; USP7 block: 3; USP17 inh: 1
# O=C(Cn1cnc2c(cnn2-c2ccc(F)cc2)c1=O)Nc1ccc2c(c1)OCCCO2 is listed with UCHL1 inh: 0; USP8 block: 10; USP28 block: 2; OTUD3 inh: -2; USP10 block: 11; USP30 block: 22; USP7 block: 2; USP17 inh: 10
# O=C(NCc1ccccc1F)C1CCCN(S(=O)(=O)N2CCCCCC2)C1 (centres undefined) is listed with UCHL1 inh: -1; USP8 block: -1; USP28 block: -3; OTUD3 inh: -7; USP10 block: -2; USP30 block: -3; USP7 block: -5; USP17 inh: 0

# Continuation.
no. | Structure | UCHL1 inh | USP8 block | USP28 block | OTUD3 inh | USP10 block | USP30 block | USP7 block | USP17 inh
41 | O=C1/C(=C\c2cc(F)ccc2F)C(c2ccccc2)c2ccccc21 (centres undefined) | -2 | 2 | -9 | -10 | 0 | -11 | 7 | -1
42 | COc1ccc(N2CCN(c3ncnc4sc(C(=O)Nc5ccc(Oc6ccccc6)cc5)c(C)c34)CC2)cc1 | 0 | 16 | 7 | 16 | -5 | 2 | 5 | 2
43 | O=C1CC(C(=O)Nc2ccccc2)n2nc(-c3ccccc3)cc2N1 (centres undefined) | 4 | -21 | 12 | 7 | 4 | 34* | 3 | 11
44 | Cc1cc2cc(CN(Cc3ccc4c(c3)OCO4)C(=O)Nc3ccccc3)c(=O)[nH]c2cc1C | -9 | -57 | -105 | -103 | -7 | -285 | -5 | 13
45 | Cc1cc2c(cc1S(=O)(=O)CCC(=O)N1CCc3ccccc31)OCC(=O)N2 | -1 | -81 | -24 | -7 | 0 | -39 | -1 | 24
46 | CCc1cc(Nc2cc(F)cc(F)c2)n2nc(-c3cccnc3)nc2n1 | -3 | -53 | -17 | 0 | -6 | -14 | -4 | .
47 | NCCCS(=O)(=O)N[C@H]1C[C@H]2CN(Cc3ccccc3)Cc3ccccc3CN2C1 | -2 | -9 | -16 | -15 | -4 | -51 | -9 | -11
48 | COc1ccc2cc(C(C)C(=O)NCc3cccc(NS(N)(=O)=O)c3)ccc2c1 (centres undefined) | 8 | 46* | 20 | 9 | 12 | 42* | 9 | 6
49 | CN1CCN(c2ncc3c(=O)n(Cc4ccccn4)ccc3n2)CC1 | 3 | 0 | 4 | 7 | 0 | 3 | 7 | 11
50 | CS(=O)(=O)c1ccc2nc(NC(=O)C3CC(=O)N(Cc4ccc(F)cc4)C3)sc2c1 (centres undefined) | 2 | -2 | 0 | 0 | 0 | 13 | 1 | -4
51 | COc1ccc(S(=O)(=O)N2CCOC23CCN(C(=O)C2CCCCC2)CC3)cc1 | -2 | -6 | -18 | -16 | -5 | -23 | -9 | -8
52 | CSc1ccc(S(=O)(=O)NCC(=O)OC(C)C(=O)Nc2ccc(C#N)cc2)cc1[N+](=O)[O-] (centres undefined) | 0 | -106 | 12 | 0 | 4 | -24 | -23 | -21
53 | COc1ccc(NS(=O)(=O)c2cccc(NC(=O)CCOc3ccccc3OC)c2)cc1 | 3 | 7 | . | 3 | 6 | . | 3 | -3
54 | N=C(N)C1CN(Cc2ccccc2)C(=O)NC1=O (centres undefined) | -3 | -100 | -3 | 1 | -8 | 1 | -4 | -6
55 | CCN1CCN(c2nc(Nc3ccc(C)cc3C)c3nccnc3n2)CC1 | 1 | -9 | -1 | 0 | -1 | 18 | -7 | -9
56 | CN(C)C(=O)n1c(C(=O)N2CCN(c3ccncc3)CC2)cc2c1c1ccccc1n2C | 0 | 5 | -1 | 2 | -1 | 1 | 0 | 4
57 | CC(C)c1ncc(-c2ccccn2)c(-c2ccc(CNC(=O)COc3cccnc3)cc2)n1 | 0 | 20 | 11 | 10 | -2 | 12 | 1 | 6
58 | Cn1c(=O)c2c(ncn2CC(=O)OCc2c(F)cccc2Cl)n(C)c1=O | 4 | 24 | 12 | 11 | -2 | 26 | 2 | 9
59 | COc1ccc(CNC(=O)c2ccc3c(=O)nc4c(-c5cccc(C)c5)n[nH]n4c3c2)cc1 | 1 | 61* | -1 | 18 | 41* | -44 | 22 | 10
60 | Cc1cccc(C(=O)N2CCC(C(=O)c3ccc4c(c3)OCCO4)CC2)c1 | 1 | 12 | 30* | 12 | -2 | 26 | -10 | 7

# Shown with each value named: entries from further up
(51) COc1ccc(S(=O)(=O)N2CCOC23CCN(C(=O)C2CCCCC2)CC3)cc1
  UCHL1 inh: -2; USP8 block: -6; USP28 block: -18; OTUD3 inh: -16; USP10 block: -5; USP30 block: -23; USP7 block: -9; USP17 inh: -8
(52) CSc1ccc(S(=O)(=O)NCC(=O)OC(C)C(=O)Nc2ccc(C#N)cc2)cc1[N+](=O)[O-] (centres undefined)
  UCHL1 inh: 0; USP8 block: -106; USP28 block: 12; OTUD3 inh: 0; USP10 block: 4; USP30 block: -24; USP7 block: -23; USP17 inh: -21

# (more compounds)
no. | Structure | UCHL1 inh | USP8 block | USP28 block | OTUD3 inh | USP10 block | USP30 block | USP7 block | USP17 inh
61 | Cc1noc(C)c1COc1ccc(CC(=O)Nc2ccc3c(c2)CCC3)cc1 | -3 | -49 | 22 | 9 | -10 | -5 | 5 | -8
62 | CC(=O)N1CC(C(=O)NCc2ccc3c(c2)OCO3)C1 | 2 | -16 | 9 | 18 | 6 | 28 | 3 | 2
63 | CC(C)CCN1C[C@H]2C[C@H](C(=O)N3CCOCC3)[C@@H](C1)O2 | 1 | -21 | -6 | 2 | 1 | -33 | 3 | -2
64 | CCOC(=O)Cn1c(CN2CCOCC2)nc2c1c(=O)n(C)c(=O)n2C | -2 | 13 | -5 | 2 | 3 | 1 | -2 | 2
65 | CC(C)C(NS(=O)(=O)c1ccc2ccccc2c1)C(=O)NCCN1CCOCC1 (centres undefined) | -1 | 5 | -7 | -2 | 0 | -10 | 0 | -15
